DT40 TDP1 no CPT = qHTS for Inhibitors of human tyrosyl-DNA phosphodiesterase 1 (TDP1): qHTS in cells in absence of CPT; DT40 Tdp1-/- hTDP1 cells, no CPT, ATP luminescence, 48 h; Potency, µM (top dose mostly 46.2 µM), for the others: top-dose activity change, negative = growth inhibition, usual class: inhibitors; actives 15% (n = 420,000); active = well fitted inhibition curve with a large enough effect; inconclusive = small, poorly fitted or top-dose-only effect; also: nearly all actives have a fitted effect of over 55% in size
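Growth of hTDP1-complemented DT40 Tdp1-knockout cells is measured by ATP luminescence after at least 48 hr compound exposure at 37 °C, with DMSO substituting for the 20 nM CPT used in the parallel screen.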
Starred values were filed as active, the others as inactive; ? = inconclusive; & = joins results of further samples. % is scaled to controls: 0 for no effect and ±100 for the full control effect; potency is read from the fitted curve at half-maximal effect. A portion of the library; rates above refer to the full screens.

SMILES	DT40 TDP1 no CPT
CC1OC(CCc2cccc(Cl)c2)Cc2[nH][nH]c(=O)c21 (centres undefined)	-57.8%
Cc1cc(CCNC=O)c(C)c2c1sc1ccccc12	-0.3%
O=C(O)c1cccc2c1C(=O)c1ccc(N3CCN(Cc4ccc5c(c4)OCO5)CC3)cc1S2(=O)=O	-23.0%
COc1ccc(C=C2SC(=S)NC2=O)c(OC)c1OC	?
CCCc1nc2c3ccccc3ccn2c1Cc1ccc(C)cc1	?
OC(c1ccc(F)c(F)c1)c1nc(-c2ccc(Cl)cc2)cs1 (centres undefined)	16.4µM*
CC1(C)N=C(N)N=C(N)N1c1ccc(Cl)cc1	0.335µM*
COc1ccc(S(=O)(=O)N2CCC(C(=O)N[C@@H](C)C(=O)N3CCCC3)CC2)cc1	-6.8%
COc1ccc(CCNC(=O)c2ccc(F)c(S(=O)(=O)N3CCCCC3)c2)cc1	23.1µM*
O=C(CN1CCN(C(=O)c2ccco2)CC1)Nc1ccc2c(c1)OCO2	4.4%
Fc1cccc(Cc2c(C3CCCCC3)nc3c4ccccc4ccn23)c1	13µM*
CC(C)(C)c1ccccc1NC(=O)Nc1nc(C(N)c2ccccc2Cl)cs1 (centres undefined)	?
O=C(NC1CC1)C1=C[C@@H](c2ccc(C(F)(F)F)cc2)C[C@@H](OCCCCO)O1	?
COc1ccc(-n2c(CNC(=O)c3ccc(OC)cc3OC)nnc2SC)cc1	-23.6%
COc1ccccc1Cc1c(-c2ccco2)nc2ccc(Cl)cn12	23.1µM*
O=C(NCCO)/C(=C\c1cccc([N+](=O)[O-])c1)NC(=O)c1cccs1	-0.7%
Cc1cccc(NC(=O)c2ccccc2C(=O)Nc2cccc(C)c2)c1	-15.7%
CCOC(=O)C(=O)N(C)c1c(CC)nc2c(OCc3ccccc3C)cccn12	-22.0%
COc1ccc(C)cc1S(=O)(=O)N(C)CC(=O)N1CCCCC1	?
FC(F)(F)c1ccccc1-c1ccc2nncn2c1	-13.2%
COc1ccc2c(c1)CCCO[C@]21O[C@H](CCO)C[C@H](O)[C@H]1O	-4.9%
O=C(NC1CCCC1)C1c2ccccc2OCC(=O)N1CCc1ccccc1 (centres undefined)	?
CCN1CCC(O)(C(C(=O)OC)c2ccccc2)CC1 (centres undefined)	-12.6%
CC1(Cc2cccc(C(F)(F)F)c2)C(=O)Nc2c(Cl)cccc21 (centres undefined)	?
CC(C)(C)c1ccc(CC(=O)N2CCC2(C)C(=O)NS(=O)(=O)c2ccccc2)cc1 (centres undefined)	5.2%
CCCC1OC(c2ccco2)OCC1CC (centres undefined)	-22.9%
OC(CSc1ccccc1)CN1CCN(c2ccccc2)CC1 (centres undefined)	?
O=C(c1nc2ccc(Cl)cn2c1CN1CCC[C@H]1CO)N1CCc2ccccc2C1	?
CC(C)NC(=O)C1(C)CN(S(C)(=O)=O)CC(=O)N1Cc1cccc(C(F)(F)F)c1 (centres undefined)	?
COc1ccc(C(OC(=O)c2ccco2)C(=O)NC(C)(C)C)cc1OC (centres undefined)	-10.0%
Cc1ccc(Cc2c(-c3ccco3)nc3ccc(C)cn23)cc1	13µM*
CC(=O)Nc1cccc(-c2cc(N3CCN(CCO)CC3)n3nccc3n2)c1	-2.4%
NC(c1csc(Nc2cc(NCc3ccco3)ncn2)n1)c1ccccc1Cl (centres undefined)	14.6µM*
CCn1c2ccccc2c2cc(/C=C(/C#N)C(N)=S)ccc21	16.4µM*
CCC(COC)NC(=O)c1cnn(-c2ncc3c(n2)-c2ccccc2CCC3)c1C (centres undefined)	-25.8%
COC(=O)C1N2C(=O)[C@@H](NC(=O)COc3ccccc3)[C@H]2SC1(C)C (some centres undefined)	-6.5%&-10.7%
CCOC(=O)C1=CCN(S(=O)(=O)c2ccc(C)cc2)C1c1cccc2ccccc12 (centres undefined)	?
CCn1c(C)cc(C(=O)COC(=O)CNC(=O)c2ccco2)c1C	-10.9%
CC1(C)c2ccccc2-c2nc3ccccc3cc2C1N1CCOCC1 (centres undefined)	?
N#Cc1ccc(NC(=O)COC(=O)c2cccc(S(=O)(=O)N3CCCC3)c2)cc1	?
Cc1[nH]c2ccccc2c1C(=O)CN(C)c1ccccc1	?
Cc1ccc(CN2CCOc3ccc(CN4CCC(O)(c5cccnc5)CC4)cc3C2)cc1	?
CC(C)(C)c1ccc(S(=O)(=O)Nc2ccc(C(O)(C(F)(F)F)C(F)(F)F)cc2)cc1	16.4µM*
COc1ccc(S(=O)(=O)Nc2ccc3c(c2)C(=O)N([C@@H](C)CO)C[C@@H](C)[C@H](CN(C)S(=O)(=O)c2ccc(F)cc2)OCCCC[C@H](C)O3)cc1	?
O=C(NCc1cccs1)c1cccc2c(-c3cccnc3)coc12	-65.8%
CC1(C(=O)NS(=O)(=O)c2cccc(F)c2)CCN1C(=O)C/C=C/c1ccccc1 (centres undefined)	-16.1%
C#CCNC(=O)C[C@@H]1C[C@@]2(C(=O)OC)CCCCC=C2N(CCCCCCCC)C1=O	23.1µM*
COC1=C(Nc2ccccc2)C(=O)C(OC)=C(Nc2ccccc2)C1=O	-8.8%
COc1cc(C)c(CN2CCN(c3ncccn3)CC2)cc1C	?
O=C(Oc1cccc2c(O)cccc12)c1ccco1	11.6µM*

Additional results.
SMILES	DT40 TDP1 no CPT
Cc1ccc(S(=O)(=O)Nc2ccc(Cl)cc2O)cc1	?
Cc1csc(NC(CO)c2nc3ccccc3n2CCOCCO)n1 (centres undefined)	4.8%
C=C(C)COc1ccc2c(c1)CCC1C2CCC2(C)C(=O)C(=NO)CC12 (centres undefined)	?
CC(=O)Nc1ccc2c(c1)C(=Nc1ccc(C)cc1)c1ccccc1-2	-2.6%
Cn1c(=O)c2cc(NC(=O)Nc3cccnc3)ccc2n1-c1ccc(C(C)(C)C)cc1	?
Cc1cccc(C)c1NC(=O)C1(C)CN(S(C)(=O)=O)CC(=O)N1CCc1c[nH]c2ccccc12 (centres undefined)	1.3%
Cc1ccccc1S(=O)(=O)NC(=O)C1(C)CCN1C(=O)CCc1ccc(Cl)cc1Cl (centres undefined)	-8.7%
Cc1cccc(C(=O)C(O)(c2ccccc2)C2CCCCC2=O)c1 (centres undefined)	?
COc1ccc(-c2ccnc(-n3ncc(C(=O)NC(C)(C)CO)c3C3CC3)n2)cc1F	-5.2%
OCC1(CO)CCCC(CO)(CO)C1O	-0.2%
COc1ccc(C(=O)Nc2ccc(Nc3ccccc3)cc2)cc1Br	?
Cc1cc(Cl)ccc1C(O)c1ncc(-c2ccc(Cl)cc2)[nH]1 (centres undefined)	?
C/C=C/c1cccc(-c2nc(C(=O)N3CCOCC3)cc3c2[C@@H](CCO)N(C(=O)NC(C)C)C3)c1	-11.8%
O=C(Nc1cccc(S(=O)(=O)C(F)(F)F)c1)[C@H]1C[C@H](O)[C@@H](CO)O1	-4.4%
Cc1ccc(S(=O)(=O)NC[C@H]2O[C@@H](n3ccc(N)nc3=O)[C@H](O)[C@@H]2O)s1	-3.7%
CC(=O)c1ccccc1-c1ccc2c(c1)CC(CNC(=O)c1cc(C)on1)O2 (centres undefined)	?
CCN(CC)C(=O)C1=C(C)N(CCC2=CCCCC2)C(=O)C(CC(=O)NCCc2ccccn2)C1 (centres undefined)	?
CCc1nc2ccc(C(=O)N3CCN(c4ccccc4)CC3)cn2c1N(CCC(C)C)CCN(C)C	?
Cc1nc2nc(N)nc(OCc3ccccc3)c2nc1C	-21.3%
O=C(c1cccc(Cn2cccn2)c1)N1CCOc2c(cc(-c3csc4ccccc34)cc2OC2CCOC2)C1 (centres undefined)	?

A different layout for part of the listing above:
SMILES: CC(=O)c1ccccc1-c1ccc2c(c1)CC(CNC(=O)c1cc(C)on1)O2 (centres undefined)
  DT40 TDP1 no CPT: ?
SMILES: CCN(CC)C(=O)C1=C(C)N(CCC2=CCCCC2)C(=O)C(CC(=O)NCCc2ccccn2)C1 (centres undefined)
  DT40 TDP1 no CPT: ?

Next records:
SMILES	DT40 TDP1 no CPT
CC1(C(=O)NS(=O)(=O)C2CC2)CCN(C(=O)c2cc(F)cc(F)c2)C1 (centres undefined)	7.8%
Cn1c(/N=C(\N)c2ccccc2)nc2ccccc21	?
C[C@@H](c1ccccc1)N1C[C@H](COCc2ccccc2)Oc2cc(N3CC[C@@H](O)C3)ccc2S1(=O)=O	?
C[C@H]1CN([C@@H](C)CO)C(=O)CCCn2cc(nn2)CO[C@@H]1CN(C)S(=O)(=O)c1ccc2ccccc2c1	-21.8%
COc1cccc(-n2c(SCC(=O)NC3CC3)nc3ccccc3c2=O)c1	?
CC(=O)c1cccc(-c2ccnc3c2CC(C(=O)Nc2ccc(Cl)c(C(F)(F)F)c2)O3)c1 (centres undefined)	?
S=C(NCCCc1cnc[nH]1)NCCCN(Cc1ccc(Cl)cc1)c1ncc(Br)cn1	7.94µM*
Cc1cc2c(c(-c3nc4ccccc4s3)c1)OC(CNC(=O)c1occc1C)C2 (centres undefined)	?
Cc1ccc(NS(=O)(=O)c2ccc(-c3coc(C)n3)cc2)c(Cl)c1	?
CN(C)c1ccc(CC(=O)N2CCCC(c3cc(C(=O)Nc4ccc(F)c(Cl)c4)no3)C2)cc1 (centres undefined)	23.1µM*

Quoted from the results shown (6 entries):
SMILES	DT40 TDP1 no CPT
CC1(C(=O)NS(=O)(=O)C2CC2)CCN(C(=O)c2cc(F)cc(F)c2)C1 (centres undefined)	7.8%
Cn1c(/N=C(\N)c2ccccc2)nc2ccccc21	?
C[C@@H](c1ccccc1)N1C[C@H](COCc2ccccc2)Oc2cc(N3CC[C@@H](O)C3)ccc2S1(=O)=O	?
C[C@H]1CN([C@@H](C)CO)C(=O)CCCn2cc(nn2)CO[C@@H]1CN(C)S(=O)(=O)c1ccc2ccccc2c1	-21.8%
COc1cccc(-n2c(SCC(=O)NC3CC3)nc3ccccc3c2=O)c1	?
CC(=O)c1cccc(-c2ccnc3c2CC(C(=O)Nc2ccc(Cl)c(C(F)(F)F)c2)O3)c1 (centres undefined)	?

Quoted at random: 5 entries already listed, in no set order.
SMILES	DT40 TDP1 no CPT
S=C(NCCCc1cnc[nH]1)NCCCN(Cc1ccc(Cl)cc1)c1ncc(Br)cn1	7.94µM*
CN(C)c1ccc(CC(=O)N2CCCC(c3cc(C(=O)Nc4ccc(F)c(Cl)c4)no3)C2)cc1 (centres undefined)	23.1µM*
Cn1c(/N=C(\N)c2ccccc2)nc2ccccc21	?
CC(=O)c1cccc(-c2ccnc3c2CC(C(=O)Nc2ccc(Cl)c(C(F)(F)F)c2)O3)c1 (centres undefined)	?
CC1(C(=O)NS(=O)(=O)C2CC2)CCN(C(=O)c2cc(F)cc(F)c2)C1 (centres undefined)	7.8%

An excerpt of these results, in CSV form.
Compound,DT40 TDP1 no CPT
Cc1cc2c(c(-c3nc4ccccc4s3)c1)OC(CNC(=O)c1occc1C)C2 (centres undefined),?
CC1(C(=O)NS(=O)(=O)C2CC2)CCN(C(=O)c2cc(F)cc(F)c2)C1 (centres undefined),7.8%
C[C@@H](c1ccccc1)N1C[C@H](COCc2ccccc2)Oc2cc(N3CC[C@@H](O)C3)ccc2S1(=O)=O,?
S=C(NCCCc1cnc[nH]1)NCCCN(Cc1ccc(Cl)cc1)c1ncc(Br)cn1,7.94µM*

(listing goes on)
SMILES	DT40 TDP1 no CPT
CCc1nc2ccc(C(=O)N3CCN(C(C)=O)CC3)cn2c1N(CC)C(C)=O	-10.0%
CCOc1cc(N2CCOCC2)c(OCC)cc1NC(=O)CN1C(=O)NC(CC)(c2ccc(F)cc2)C1=O (centres undefined)	-9.0%
CC1=C(C(=O)N(C)C)CC(CC(=O)NCc2ccco2)C(=O)N1CCC1=CCCCC1 (centres undefined)	-11.1%
COC(=O)[C@@H]1C[C@@H](NC(=O)c2cnsn2)CN1Cc1ccc(Cl)cc1	-14.9%
Cc1ccccc1-c1csc(C(O)c2ccc(F)c(F)c2)n1 (centres undefined)	?
O=C(C[N+]1(CCc2ccccc2)CCOCC1)c1ccccc1	-25.7%
Cc1ccc(C)c(NC(=O)C2(C)CCCN2C(=O)C(C)C)c1 (centres undefined)	-4.7%
CC(C)CCNC(=O)c1cc(S(=O)(=O)N2CCC3(CC2)OCCO3)ccc1F	?
O=c1cc(-c2ccccc2)oc2ccc(Cl)cc12	-3.6%
CN(C(=O)COC(=O)COc1ccc2ccccc2c1)c1ccccc1	-25.1%
COc1cc(=O)n2c(c1C(=O)NCc1ccc3c(c1)OCO3)CCN(C(=O)c1ccccc1F)CC2	-15.4%
CCC(=O)O[C@]1(C(=O)CCl)[C@@H](C)C[C@H]2[C@@H]3C[C@H](F)C4=CC(=O)C=C[C@]4(C)[C@@]3(F)[C@@H](O)C[C@@]21C	18.8µM*
CCCOc1ccc(F)cc1-c1cc(C(=O)Nc2ccc(F)cc2)[nH]n1	?
CN(CCO)C(=O)c1cn(C2CCN(Cc3cccc4ccccc34)CC2)nn1	-19.9%
C[n+]1c(/C=C/c2ccnc3ccccc23)cc(/C=C/c2ccnc3ccccc23)c2ccccc21	2.51µM*
CC1(C(=O)NCc2ccccc2)CN(S(C)(=O)=O)CC(=O)N1Cc1cccc(F)c1 (centres undefined)	-1.2%
COc1cc(C=O)ccc1OCc1cn(CC(=O)c2ccc(O)cc2)nn1	-17.8%
O=C(Cc1ccc(NC(=O)C2CCN(C(=O)C3CC3)CC2)cc1)Nc1ccc(C(=O)N2CCOCC2)cc1	-1.4%
COc1ccc(C(=O)CSc2nc(=O)n3ccc(C)cc3n2)cc1	?
Cc1ccc(C#N)c(SCc2cccc(Br)c2)n1	-11.2%
O=C(Nc1nc(OCCN2CCCC2=O)cnc1/C=C\c1ccccc1)c1cc2ccccc2s1	?
